GSTO1 inh – counter-screen for RBBP9 inhibitors: inhibitors of human GSTO1; P78417; recombinant GSTO1, activity-based probe fluorescence polarization; inhibition, % at 5.96 µM; 300,000 compounds, 1.1% hits; AID 1974;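 active = inhibition above the campaign mean inhibition plus 3 SD, cut at about 35% in these data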;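 also: 0% = GSTO1-1 with DMSO and 100% = wells lacking GSTO1-1 enzyme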
PAFAH1B2 FP inh – blocks human PAF acetylhydrolase 1b catalytic subunit 2. 340,000 compounds, 1.2% hits. recombinant PAFAH1B2, FP-rhodamine activity probe, fluorescence polarization. inhibition, % at 3.39 µM. P68402. AID 492953;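 active = inhibition above the mean of all tested compounds plus 3 SD, cut at about 24% in these data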;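 also: 0% = enzyme with DMSO and 100% = wells lacking PAFAH1B2; many of its hits are not listed in these tables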
PAFAH1B3 FP inh – PAFAH1B3 (human) inhibition. Q15102. recombinant PAFAH1B3, FP-rhodamine probe, fluorescence polarization. inhibition, % at 3.39 µM. 340,000 compounds, 0.28% hits. AID 492972;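 active = inhibition above the screen-wide average of all tested compounds plus 3 SD, cut at about 25% in these data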;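 also: 0% = enzyme with DMSO only and 100% = wells lacking PAFAH1B3 protein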
PAFAH2 FP inh – inhibitors of human PAFAH2; recombinant PAFAH2, FP-rhodamine activity probe, fluorescence polarization; 340,000 compounds, 0.99% hits; Q99487; inhibition, % at 3.39 µM; AID 492956;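 active = inhibition above the mean over all tested compounds plus 3 SD, cut at about 30% in these data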;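 also: inhibitors block probe labeling of enzyme so polarization drops; 0% = enzyme with DMSO and 100% = wells lacking PAFAH2 protein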
PAD4 inh – blocks human protein arginine deiminase 4 | Q9UM07 | recombinant PAD4, RCA probe fluorescence polarization | inhibition, % at 6.36 µM | 330,000 compounds, 0.41% hits | AID 485272;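 active = percent inhibition above a cutoff equal to the mean of all tested compounds plus 3 SD, cut at about 15% in these data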;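 also: 0% = PAD4 with RCA probe and DMSO and 100% = probe without PAD4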
Target sequence (Q9UM07 whole entry, looked up): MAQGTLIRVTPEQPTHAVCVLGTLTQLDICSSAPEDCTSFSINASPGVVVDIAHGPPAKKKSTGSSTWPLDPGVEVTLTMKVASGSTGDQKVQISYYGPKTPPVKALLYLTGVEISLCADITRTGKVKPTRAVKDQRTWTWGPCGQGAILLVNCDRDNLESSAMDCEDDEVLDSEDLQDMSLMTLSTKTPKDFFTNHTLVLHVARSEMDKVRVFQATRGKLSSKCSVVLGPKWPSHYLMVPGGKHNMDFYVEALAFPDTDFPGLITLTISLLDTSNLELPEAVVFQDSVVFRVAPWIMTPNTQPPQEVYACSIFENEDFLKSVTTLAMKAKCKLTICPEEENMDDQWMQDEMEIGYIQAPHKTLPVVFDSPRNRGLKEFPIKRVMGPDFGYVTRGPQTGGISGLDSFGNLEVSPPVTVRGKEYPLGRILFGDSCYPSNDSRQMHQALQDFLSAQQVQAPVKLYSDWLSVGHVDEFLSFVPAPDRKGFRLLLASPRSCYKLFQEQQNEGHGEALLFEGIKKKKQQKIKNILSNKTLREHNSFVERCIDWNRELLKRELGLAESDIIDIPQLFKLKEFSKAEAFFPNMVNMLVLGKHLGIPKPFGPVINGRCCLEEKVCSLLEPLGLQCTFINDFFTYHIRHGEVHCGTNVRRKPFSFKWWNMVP
LYPLA1 counter – counter-screen for PME1 inhibitors: inhibitors of human LYPLA1 | O75608 | recombinant LYPLA1, FP-Rh probe fluorescence polarization | inhibition, % at 5.9 µM | 320,000 compounds, 0.16% hits;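 active = inhibition above the mean of all tested compounds plus 3 SD, set per campaign, cut at about 14% in these data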;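 also: inhibitors block serine hydrolase probe labeling of LYPLA1 so polarization falls; 0% = enzyme with DMSO and 100% = wells lacking LYPLA1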
Target sequence (O75608 whole entry, looked up): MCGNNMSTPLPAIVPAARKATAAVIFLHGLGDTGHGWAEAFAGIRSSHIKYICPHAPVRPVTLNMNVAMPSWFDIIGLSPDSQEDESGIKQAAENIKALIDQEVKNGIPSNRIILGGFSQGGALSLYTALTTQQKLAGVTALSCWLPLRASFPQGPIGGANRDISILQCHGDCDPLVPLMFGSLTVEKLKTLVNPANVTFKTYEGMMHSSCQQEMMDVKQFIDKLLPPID
pPAFAH FP inh – inhibitors of human plasma PAF acetylhydrolase (pPAFAH). recombinant pPAFAH, FP-rhodamine probe fluorescence polarization. inhibition, % at 3.39 µM. Q13093. 330,000 compounds, 1.5% hits. AID 463082;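 active = inhibition above the mean inhibition across the screen plus 3 SD, cut at about 25% in these data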;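 also: inhibitors block binding of the rhodamine activity-based probe so polarization drops; 0% = enzyme with DMSO and 100% = wells lacking pPAFAH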
LYPLA2 counter – LYPLA2 (human) inhibition in PME1 counter-screen. O95372. recombinant LYPLA2, FP-Rh probe fluorescence polarization. inhibition, % at 5.9 µM. 320,000 compounds, 0.38% hits. AID 2177;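 active = inhibition above the screen-wide mean plus 3 SD, limit set per campaign, cut at about 26% in these data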;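 also: 0% = LYPLA2 with DMSO and 100% = wells lacking LYPLA2 enzyme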
PME-1 inh – blocks human protein phosphatase methylesterase 1. recombinant PME-1, FP-Rh probe fluorescence polarization. inhibition, % at 5.9 µM. 320,000 compounds, 0.53% hits. AID 2130;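 active = inhibition above the campaign mean of all compounds plus 3 SD, cut at about 26% in these data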;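 also: competitive labeling of PME-1 active site by serine hydrolase directed probe; 0% = PME-1 with DMSO and 100% = wells lacking PME-1 enzyme; inhibitors block probe labeling so polarization falls and inhibition rises; many of its hits are not listed in these tables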
Numbers without * were called inactive; . = no result given.

The opening 14 entries (preview)
SMILES	GSTO1 inh	PAFAH1B2 FP inh	PAFAH1B3 FP inh	PAFAH2 FP inh	PAD4 inh	LYPLA1 counter	pPAFAH FP inh	LYPLA2 counter	PME-1 inh
O=C(COC(=O)CSCc1ccccc1)NCc1ccccc1	9	6	2	4	5	0	24	1	0
O=C(O)CCCN1C(=O)/C(=C\c2ccccc2OCc2ccccc2)SC1=S	39*	11	10	15	-4	0	29*	14	18
O=C(c1ccco1)N1CCN(c2ccc(N3CCCCC3)nn2)CC1	0	-1	4	-2	-6	5	10	3	1
COc1ccc(OCCn2cc(/C=C(\C#N)C(=O)NCc3ccco3)c3ccccc32)cc1	0	1	-6	-11	-2	0	0	6	6
O=C(CCNS(=O)(=O)c1ccc(Br)cc1)NCCCSc1ccccc1	.	26*	1	6	3	2	7	3	4
CCC1(C)Cc2c(c(=O)n(-c3ccccc3)c3ncnc(N)c23)CO1 (configuration not stated)	-1	-7	7	5	-2	-1	3	9	4
O=C1OCCN1C(=O)[C@H]1[C@H](c2ccccc2)C(c2cccc(Cl)c2)=NN1c1ccccc1	.	1	7	-1	1	.	3	.	.
CCOC(=O)c1c(C)[nH]c(C(C)=O)c1C	9	1	2	-8	-6	2	1	9	0
COc1cccc(NC(=O)CCc2nnc3ccc(N4CCN(c5cccc(OC)c5)CC4)nn23)c1	3	1	4	1	-1	3	5	11	-11
Cc1ccc(-c2cc(C(=O)Nc3c(C)n(C)n(-c4ccccc4)c3=O)no2)cc1	-1	0	2	-2	2	0	-2	3	-6
CCCCn1c(CCl)nc2cc(S(=O)(=O)N3CCOCC3)ccc21	.	-3	3	-2	-2	.	3	.	.
O=C(COC(=O)c1cc(Cl)ccc1O)NC(=O)NCc1ccccc1	.	2	-12	-6	-6	-6	-4	-23	-22
COc1ccccc1N1CC(C(=O)OCC(=O)c2ccc(F)cc2)CC1=O (configuration not stated)	7	1	-2	7	2	-2	9	5	-3
CC(C)[C@H](NS(=O)(=O)c1ccccc1)C(=O)OCC(=O)NC(=O)NC1CCCCC1	.	2	8	-4	-1	.	11	.	.

Main list, repeating the preview:
SMILES	GSTO1 inh	PAFAH1B2 FP inh	PAFAH1B3 FP inh	PAFAH2 FP inh	PAD4 inh	LYPLA1 counter	pPAFAH FP inh	LYPLA2 counter	PME-1 inh
O=C(COC(=O)CSCc1ccccc1)NCc1ccccc1	9	6	2	4	5	0	24	1	0
O=C(O)CCCN1C(=O)/C(=C\c2ccccc2OCc2ccccc2)SC1=S	39*	11	10	15	-4	0	29*	14	18
O=C(c1ccco1)N1CCN(c2ccc(N3CCCCC3)nn2)CC1	0	-1	4	-2	-6	5	10	3	1
COc1ccc(OCCn2cc(/C=C(\C#N)C(=O)NCc3ccco3)c3ccccc32)cc1	0	1	-6	-11	-2	0	0	6	6
O=C(CCNS(=O)(=O)c1ccc(Br)cc1)NCCCSc1ccccc1	.	26*	1	6	3	2	7	3	4
CCC1(C)Cc2c(c(=O)n(-c3ccccc3)c3ncnc(N)c23)CO1 (configuration not stated)	-1	-7	7	5	-2	-1	3	9	4
O=C1OCCN1C(=O)[C@H]1[C@H](c2ccccc2)C(c2cccc(Cl)c2)=NN1c1ccccc1	.	1	7	-1	1	.	3	.	.
CCOC(=O)c1c(C)[nH]c(C(C)=O)c1C	9	1	2	-8	-6	2	1	9	0
COc1cccc(NC(=O)CCc2nnc3ccc(N4CCN(c5cccc(OC)c5)CC4)nn23)c1	3	1	4	1	-1	3	5	11	-11
Cc1ccc(-c2cc(C(=O)Nc3c(C)n(C)n(-c4ccccc4)c3=O)no2)cc1	-1	0	2	-2	2	0	-2	3	-6
CCCCn1c(CCl)nc2cc(S(=O)(=O)N3CCOCC3)ccc21	.	-3	3	-2	-2	.	3	.	.
O=C(COC(=O)c1cc(Cl)ccc1O)NC(=O)NCc1ccccc1	.	2	-12	-6	-6	-6	-4	-23	-22
COc1ccccc1N1CC(C(=O)OCC(=O)c2ccc(F)cc2)CC1=O (configuration not stated)	7	1	-2	7	2	-2	9	5	-3
CC(C)[C@H](NS(=O)(=O)c1ccccc1)C(=O)OCC(=O)NC(=O)NC1CCCCC1	.	2	8	-4	-1	.	11	.	.
CCN(CC(=O)NCc1ccc(Cl)cc1)CC(=O)NC1(C#N)CCCC1	8	4	-1	6	4	-3	-4	2	-1
O=S(=O)(c1cccs1)N1CCN(c2ccccc2)CC1	-2	4	10	-1	-3	0	0	5	4
CN1/C(=C/C2CC(=O)N(c3ccc([N+](=O)[O-])cc3)C2=O)C(C)(C)c2ccccc21 (configuration not stated)	5	2	-5	-4	-10	-2	4	-6	4
C/C=C\C=C\C(=O)Nc1cccc(C2=NOC3(C2)C[C@@H](C(N)=O)N(C(=O)C(c2ccccc2)c2ccccc2)C3)c1 (some centres not stated)	-17	-5	-15	-19	0	-26	-16	-46	-29
C/C(N)=C(/C#N)C(=O)COC(=O)[C@@H](NC(=O)c1ccccc1Cl)C(C)C	7	3	6	1	-3	6	0	5	-2
O=C(Nc1ccc(N2CCOCC2)cc1)c1cccc(-n2cnnc2)c1	0	5	0	0	3	3	2	7	2
Nc1ccccc1N=Nc1ccccc1N	15	6	5	11	-5	0	13	2	10
O=C(Cn1cccc1C(=O)c1ccccc1)NCc1ccccn1	3	1	5	3	-1	2	3	2	-4
O=[N+]([O-])c1ccc(O)c(/C=N/Nc2ccc(Cl)nn2)c1	-4	-3	16	13	2	-3	6	-11	7
COc1ccc(C(=O)NC(=S)N2CCN(c3ccccc3O)CC2)cc1	.	2	11	9	2	.	8	.	.
CCCCC(=O)Nc1nc(-c2ccc(S(=O)(=O)N3CCOCC3)cc2)cs1	2	0	2	-3	0	-2	2	-2	14
Cc1ccc(C(=O)NC(=S)NNC(=O)COc2ccccc2C)cc1	0	2	4	0	-1	-1	2	-1	3
CC(=O)Nc1ccc2nc(-c3ccc(Br)o3)[nH]c2c1	0	3	-1	8	-2	0	1	6	-5
COc1ccc(S(=O)(=O)N2CCCCCC2)cc1C(=O)N1CCN(c2ccccc2O)CC1	-4	4	5	5	-3	2	6	3	13
C=CCn1c(=O)[nH]c2cc(C(=O)N3CCN(c4cc(C)ccc4C)CC3)ccc2c1=O	-9	2	2	-9	-2	1	2	-3	-10
CCOc1ccc2nc(SCC(=O)Nc3cc4c(cc3C(C)=O)OCO4)[nH]c2c1	22	3	2	9	-5	-7	3	-5	7

Arranged by the number under pPAFAH FP inh (lowest first): 3 from the list above.
Compound	pPAFAH FP inh
C/C=C\C=C\C(=O)Nc1cccc(C2=NOC3(C2)C[C@@H](C(N)=O)N(C(=O)C(c2ccccc2)c2ccccc2)C3)c1 (some centres not stated)	-16
C/C(N)=C(/C#N)C(=O)COC(=O)[C@@H](NC(=O)c1ccccc1Cl)C(C)C	0
Cc1ccc(C(=O)NC(=S)NNC(=O)COc2ccccc2C)cc1	2

Further records follow.
SMILES	GSTO1 inh	PAFAH1B2 FP inh	PAFAH1B3 FP inh	PAFAH2 FP inh	PAD4 inh	LYPLA1 counter	pPAFAH FP inh	LYPLA2 counter	PME-1 inh
CCOC(=O)CC(=O)Nc1ccccc1C(=O)O	-3	-2	-5	1	-4	2	1	4	5
CCC(=O)N(Cc1cc2cc(C)c(C)cc2[nH]c1=O)C1CCCCC1	9	3	7	-1	0	-2	0	5	0
CC(=O)NC(NC(=S)Nc1ccc(N=Nc2ccccc2)cc1)C(Cl)(Cl)Cl (configuration not stated)	-11	-3	1	-10	-1	-7	-1	-1	7
Brc1ccc(-c2cn3c(n2)CCc2ccc4cccnc4c2-3)cc1	-18	2	8	0	-7	-12	-2	-9	-21
Cc1cc(=O)oc2cc(OCC3CC(c4ccc(N(C)C)cc4)=NO3)ccc12 (configuration not stated)	6	-2	4	6	5	-1	4	8	-1
CC(=O)Nc1ccc(NC(=O)Cn2cc3c(n2)CCCC3)cc1	18	4	2	7	-1	-2	2	2	3
C=CCc1ccccc1Oc1cc(F)nc(N)n1	0	-2	6	-2	7	4	3	8	0
COc1ccc(CCNC(=O)COC(=O)C2CC2C)cc1 (configuration not stated)	.	-3	4	15	-2	1	1	0	-1
O=C(c1n[nH]c2c1CCC2)N1CCCC(Nc2cccc(F)c2)C1 (configuration not stated)	3	0	0	-6	4	4	0	0	6
Cc1occc1-c1nnc(SCC(=O)Nc2ccccc2-c2ccccc2)n1C	0	1	6	2	-3	4	-5	3	6
Cc1cccc(C(=O)N/N=C/c2ccoc2)c1	-5	4	1	2	0	-2	-2	0	4
OCCNc1nc(N2CCN(Cc3ccccc3)CC2)nc2ccccc12	-1	5	-1	-4	-5	1	3	1	-6
Cc1ccc(S(=O)(=O)N(C#N)c2nc(C)cc(C)n2)cc1	-5	-1	-2	-2	7	-1	-2	3	-6
COc1ccc2cc3cc(C(=O)N4CCN(Cc5ccc6c(c5)OCO6)CC4)oc3nc2c1	-1	4	2	1	6	-4	-6	11	-11
COc1cc(CNCCSc2nnnn2C)cc(OC)c1OC	-13	1	-3	4	3	0	2	-4	-1
CC(C)c1ccc(NC(=O)[C@H](NC(=O)[C@@H]2Cc3ccccc3CN2)c2ccccc2)cc1	1	4	8	-2	3	-2	10	1	-6
Cc1ccc(S(=O)(=O)N2CCCC2C(=O)NC2=NCCS2)cc1 (configuration not stated)	0	1	11	2	-4	2	2	0	-8
Cc1ccccc1C(OCC(O)CN1CCCCC1CCO)c1ccccc1 (configuration not stated)	2	2	-6	7	2	3	-1	3	1
CCCCNS(=O)(=O)c1ccc(OCC(=O)OC)cc1	3	2	15	-4	-2	-2	2	-2	1
Cc1cc(C)cc(N2C(=O)CCN(Cc3ccccc3)C2=O)c1	-5	2	5	-5	3	3	0	-3	-2
Cc1ccc(NC(=S)NC2CCN(Cc3ccccc3)CC2)cc1C	-3	7	7	7	-1	-2	3	10	2
O=C(C1CCCO1)N1CCN(C(=S)Nc2ccc(Cl)cc2Cl)CC1 (configuration not stated)	4	0	2	1	1	-1	3	1	6
N#Cc1c(Nc2ccccc2Cl)s[nH]c1=O	-7	6	11	5	-2	0	3	-6	-5
O=C(NCc1ccccc1)C1=C[C@@H](c2ccc3c(c2)OCO3)C[C@@H](OCc2ccc(CO)cc2)O1	12	4	7	-2	3	-4	0	-10	-2
CCCN1CCC(NC(=O)Nc2ccc(OC)c(OC)c2)CC1	3	4	7	2	-3	-2	-2	-4	2
Cc1ccc(C(=O)Nc2ccc(C(=O)N3CCCCC3C)cc2)cc1 (configuration not stated)	-6	2	9	-3	2	2	-1	0	3
CC1CC(C)CN(C(=O)Cn2c(-c3nonc3N)nc3ccccc32)C1 (configuration not stated)	5	11	11	-9	-1	4	4	-1	-2
Cc1cc(NS(=O)(=O)c2ccc(Nc3nc(-c4ccc(C)c(C)c4)cs3)cc2)no1	9	8	-2	25	-2	9	34*	6	19
COc1ccc(NC(=S)N=Nc2c(O)[nH]c3ccccc23)cc1	-6	2	14	13	-1	-3	10	9	13
CCC1=NN2C(=N)/C(=C\c3cccn3-c3ccc(OC)cc3)C(=O)N=C2S1	-32	4	3	10	-8	-1	-2	-1	-9

This is a subset; rates above refer to the full screens.
